GAA inh – qHTS Assay for Inhibitors of Human alpha-Glucosidase as a Potential Chaperone Treatment of Pompe Disease | purified human GAA, 4-MU-alpha-glucoside fluorescence | AID 1466, 2008 | Potency, µM (doses to about 76.9 µM), for inactives: at the top dose activity change, negative = inhibition, usual class: inhibitors | Lysosomal alpha-glucosidase (Homo sapiens), P10253 | actives 0.005% (n = 200,000);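 note: plate controls were uninhibited enzyme wells for no effect and no-enzyme background for full effect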
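Compounds are titrated up to 77 uM against 4 nM human enzyme. Substrate 4-methylumbelliferyl-alpha-D-pyranoside (400 uM) reacts 20 min at room temperature in pH 5.0 buffer; liberated 4-methylumbelliferone is read at 440 nm.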
HTT ATP protect – qHTS Multiplex Assay to Identify Dual Action Probes in a Cell Model of Huntington: Cytoprotection (ATP). PC12 HTT-Q103 induced, cytoprotection, ATP luminescence, 40 h. AID 1471, 2008. Potency, µM (highest dose often 56.4 µM), for the others: cytoprotection (ATP increase), hits mostly activators. actives 0.14% (n = 230,000);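 note: % of control where 0% means no effect; nearly all actives have a fitted effect of over 45% in size; toxic huntingtin expression switched on by the ecdysone agonist tebufenozide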
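Readout: ATPlite luminescence (ATP level). Model: stable PC12, inducible Htt exon1 Q103-GFP. Inducer: tebufenozide, 100 nM final. Compounds: dose series. No G418 in medium.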
IMPase Li inh – qHTS Assay for Identifying the Cell-Membrane Permeable IMPase Inhibitors: Potentiation with Lithium | CHO-M1 cells, IP1 TR-FRET (IP-One), carbachol + lithium | Potency, µM (series often up to 59.4 µM), without a hit: top-dose activity, negative = IMPase inhibition, actives largely listed as inhibitors | actives 0.35% (n = 210,000);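 note: IP1 builds up when IMPase is blocked and the TR-FRET signal falls; plate controls were basal vehicle for no effect and high inhibitor control for full effect; nearly all actives have a fitted effect of over 50% in size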
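Lithium-sensitised IP1 accumulation assay; M1-expressing CHO cells treated 30 min at 37C with compound. Competitive antibody detection by time-resolved FRET followed a 10 min room-temperature lysis step.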
HttQ103 aggreg – qHTS Multiplex Assay to Identify Dual Action Probes in a Cell Model of Huntington: Aggregate Formation (GFP). AID 1688, 2009. Potency, µM (doses to about 46.1 µM), for the others: at the highest dose activity change, negative = inhibition, most hits filed as inhibitors. PC12 HttQ103-GFP aggregates, Acumen cytometry, 40 h. actives 1.1% (n = 220,000); note: % is set by controls: 0 for no effect and ±100 for the full control effect; nearly all actives have a fitted effect of over 60% in size
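PC12 cells with ecdysone-inducible HTT exon1 Q103-GFP, induced by 100 nM tebufenozide, given compounds in a concentration series. GFP aggregates (1–25 um, 6 SD above background) counted in lysates by laser-scanning cytometry, 488 nm excitation.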
GAA glycogen mod – qHTS Assay for Inhibitors and Activators of Human alpha-Glucosidase Cleavage of Glycogen; Lysosomal alpha-glucosidase (Homo sapiens), P10253; recombinant GAA, glycogen substrate, Amplex Red glucose oxidase fluorescence; Potency, µM (series often up to 76.4 µM), for inactives: at the top dose activity change, negative = inhibition, hits mostly inhibitors; actives 0.38% (n = 300,000);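 note: 0% = full enzyme reaction and -100% = no-enzyme basal signal; the screen sought inhibitors and activators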
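Natural-substrate format: glycogen cleavage by 4 nM human enzyme, glucose read by Amplex Red coupling (Ex 573, Em 610 nm). Normalized to enzyme and no-enzyme controls.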
GoLoco inh red – qHTS Assay for Inhibitors of RGS12 GoLoco Motif Activity (Red Fluorophore); Guanine nucleotide-binding protein G(i) subunit alpha-1 (Homo sapiens), P63096; actives 0.44% (n = 230,000); AID 880, 2007; Potency, µM (doses to about 61.6 µM), inactives show at the highest dose activity, negative = inhibition, usual class: inhibitors; Gai1:RGS12 GoLoco peptide FP, rhodamine, 10 min; active = well fitted inhibition curve with a large enough effect, not every such curve was filed as active; inactive = no such curve, though single readings can be large or run the other way; note: % is set by controls: 0 for no effect and ±100 for the full control effect; nearly all actives have a fitted effect of over 30% in size; many of its hits are not listed in these tables
Target sequence (P63096 whole entry, looked up): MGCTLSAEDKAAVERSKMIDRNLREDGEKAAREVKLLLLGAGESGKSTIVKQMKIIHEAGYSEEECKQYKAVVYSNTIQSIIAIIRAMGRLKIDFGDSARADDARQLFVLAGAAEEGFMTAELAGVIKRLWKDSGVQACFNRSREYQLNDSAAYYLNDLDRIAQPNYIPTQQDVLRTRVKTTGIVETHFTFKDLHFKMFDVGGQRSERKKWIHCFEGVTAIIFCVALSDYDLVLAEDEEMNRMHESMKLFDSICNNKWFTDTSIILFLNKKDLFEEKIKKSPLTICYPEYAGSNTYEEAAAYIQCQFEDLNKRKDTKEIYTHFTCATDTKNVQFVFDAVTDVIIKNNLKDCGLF
aGlu spleen mod – qHTS Assay for Inhibitors and Activators of Human alpha-Glucosidase From Spleen Homogenate | Lysosomal alpha-glucosidase (Homo sapiens), P10253 | human spleen homogenate, 4-MU-alpha-glucoside fluorescence | Potency, µM (top dose mostly 79.9 µM), for inactives: top-dose activity change, negative = inhibition, hits mostly inhibitors | actives 0.006% (n = 240,000);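 note: 0% = enzyme with vehicle and -100% = no enzyme basal signal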
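AC50 values come from Hill-equation fits of concentration-response data, normalized to no-enzyme and full-activity controls. Enzyme source: 1 ug human spleen homogenate; 1 mM fluorogenic 4-MU glucoside, pH 5.0 citrate buffer, 37 C, 40 min.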
Numbers without * were called inactive; ? = inconclusive; · = not tested or not shown; [ ] = remark or other dose. Unless noted, calls come from the whole dose curve; as a rule, active = well fitted curve in the direction sought with a large enough effect; inconclusive = small, poorly fitted or top-dose-only effect, or another doubt; inactive = no such curve, though single readings can be large; an effect the other way counts as inactive or inconclusive. Potency is the fitted concentration of half-maximal effect.

The opening 5 entries, to show the layout:
entry	SMILES	GoLoco inh red	IMPase Li inh	aGlu spleen mod	GAA inh	HTT ATP protect	HttQ103 aggreg	GAA glycogen mod
1	COc1cccc(NC(=O)C(c2ccccc2)N2CCCCC2)c1 (configuration not stated)	-3%	15%	0%	-3%	-11%	-46%	6%
2	Cc1nnc(NC(=O)c2c(F)cccc2F)s1	-1%	26%[38.3 µM]	-7%	-3%	9%[10 µM]	-12%	-5%
3	Cc1ccc(NC(=O)c2ccc(-n3cccn3)nc2)cc1	1%	?	-4%	-7%	-1%[10 µM]	-4%	2%
4	COCCOC(=O)C1=C(C)N(c2ccccc2)C(=O)NC1c1cccc([N+](=O)[O-])c1 (configuration not stated)	9%	3%	-13%	-3%	18%[10 µM]	?	2%
5	O=C1CCC(c2ccccc2)=NN1Cc1c(F)cccc1Cl	4%	17%	3%	-2%	4%	-8%[9.22 µM]	-20%

The listing (from the top)
entry	SMILES	GoLoco inh red	IMPase Li inh	aGlu spleen mod	GAA inh	HTT ATP protect	HttQ103 aggreg	GAA glycogen mod
1	COc1cccc(NC(=O)C(c2ccccc2)N2CCCCC2)c1 (configuration not stated)	-3%	15%	0%	-3%	-11%	-46%	6%
2	Cc1nnc(NC(=O)c2c(F)cccc2F)s1	-1%	26%[38.3 µM]	-7%	-3%	9%[10 µM]	-12%	-5%
3	Cc1ccc(NC(=O)c2ccc(-n3cccn3)nc2)cc1	1%	?	-4%	-7%	-1%[10 µM]	-4%	2%
4	COCCOC(=O)C1=C(C)N(c2ccccc2)C(=O)NC1c1cccc([N+](=O)[O-])c1 (configuration not stated)	9%	3%	-13%	-3%	18%[10 µM]	?	2%
5	O=C1CCC(c2ccccc2)=NN1Cc1c(F)cccc1Cl	4%	17%	3%	-2%	4%	-8%[9.22 µM]	-20%
6	Cc1ccc(-n2c3nc(=O)[nH]c(=O)c-3cc3cc([N+](=O)[O-])ccc32)cc1C	7%	15%	3%	-9%	-13%[10 µM]	-5%	-7%
7	CC(C)CCN(C)c1ccc(/C=N/n2cnnc2)cc1	-9%	23%[38.3 µM]	-2%	-3%	-9%	6%	-20%
8	CCOCCCNC(=O)C(c1ccc(OC)cc1)N(Cc1ccc2c(c1)OCO2)C(=O)CNC(C)=O (configuration not stated)	-3%	2%	-9%	-2%	5%[10 µM]	5%	-1%
9	CCC(=O)Nc1ccc(C(=O)Nc2cc(C)on2)cc1	1%	19%[38.3 µM]	-7%	-9%	7%	-8%	6%
10	COC(=O)N1CCC2(CC1)CN(C(=O)Nc1cccc(C#N)c1)C2	5%	5%	-5%	·	-14%	·	·

Other results follow:
entry	SMILES	GoLoco inh red	IMPase Li inh	aGlu spleen mod	GAA inh	HTT ATP protect	HttQ103 aggreg	GAA glycogen mod
11	COc1cccc(NC(=O)COc2ccc3c(c2)CCC3)c1	-5%	6%	9%	-8%	10%[10 µM]	11%	-3%
12	CCN(CC)C(=O)C1CCCc2c1[nH]c1ccc(Cl)cc21 (configuration not stated)	-2%	10%	-6%	-5%	4%	-33%	-5%
13	COc1ccc(OC)c(NC(=O)CC(NC(C)=O)c2ccccc2)c1 (configuration not stated)	-2%	-2%	5%	1%	-7%	10%	-5%
14	COc1cccc(NC(=S)NCc2ccco2)c1	0%	9%	-3%	-2%	8%[10 µM]	5%	-9%
15	Cc1ccccc1OCCCCn1c(CO)nc2ccccc21	-3%	2%	-3%	1%	-51%[inhibitor]	-32%	-5%
16	COc1cc(S(=O)(=O)N2CCC(c3nc4ccccc4s3)CC2)ccc1S(=O)(=O)NC1CCCC1	3%	6%	-7%	?	16%[10 µM]	-5%	-7%
17	COC(=O)c1[nH]c2ccc(C)cc2c1NC(=O)Nc1ccccc1OC	-3%	14%[38.3 µM]	-2%	8%	-10%	50%	5%
18	CN(C(=O)CSc1nc(N)c2c3c(sc2n1)CSC(C)(C)C3)c1ccccc1	14%	1%	9%	-3%	10%[10 µM]	2%	-9%
19	CCN(CC)S(=O)(=O)c1ccc(NN)nc1	12%	1%	-13%	3%	4%	-14%	?
20	C/C(=N\Nc1ccc([N+](=O)[O-])cc1)c1ccc2c(c1)OCO2	15%	17%	·	-11%	-38%[inhibitor]	-16%	-4%

Shown with each value named: 4 of the compounds above
14: COc1cccc(NC(=S)NCc2ccco2)c1
  GoLoco inh red: 0%
  IMPase Li inh: 9%
  aGlu spleen mod: -3%
  GAA inh: -2%
  HTT ATP protect: 8%[10 µM]
  HttQ103 aggreg: 5%
  GAA glycogen mod: -9%
15: Cc1ccccc1OCCCCn1c(CO)nc2ccccc21
  GoLoco inh red: -3%
  IMPase Li inh: 2%
  aGlu spleen mod: -3%
  GAA inh: 1%
  HTT ATP protect: -51%[inhibitor]
  HttQ103 aggreg: -32%
  GAA glycogen mod: -5%
16: COc1cc(S(=O)(=O)N2CCC(c3nc4ccccc4s3)CC2)ccc1S(=O)(=O)NC1CCCC1
  GoLoco inh red: 3%
  IMPase Li inh: 6%
  aGlu spleen mod: -7%
  GAA inh: ?
  HTT ATP protect: 16%[10 µM]
  HttQ103 aggreg: -5%
  GAA glycogen mod: -7%
17: COC(=O)c1[nH]c2ccc(C)cc2c1NC(=O)Nc1ccccc1OC
  GoLoco inh red: -3%
  IMPase Li inh: 14%[38.3 µM]
  aGlu spleen mod: -2%
  GAA inh: 8%
  HTT ATP protect: -10%
  HttQ103 aggreg: 50%
  GAA glycogen mod: 5%

The listing continues.
entry	SMILES	GoLoco inh red	IMPase Li inh	aGlu spleen mod	GAA inh	HTT ATP protect	HttQ103 aggreg	GAA glycogen mod
21	Cc1cc(N(CN2CCCC2=O)C(=O)c2ccc(OC(C)C)cc2)no1	6%	-5%	·	-2%	?	-15%	-14%
22	Cc1cc(=O)[nH]c(N)n1	-6%	·	6%	-15%	-2%[10 µM]	-5%[9.22 µM]	-9%
23	COc1cccc(C2NC(=O)NC(C)=C2C(=O)Nc2ccc(C)cc2)c1 (configuration not stated)	1%	30%[38.3 µM]	-3%	-8%	-16%[10 µM]	-8%	-8%
24	CCCCn1c(SCC2CCCO2)nc2cc(S(N)(=O)=O)ccc21 (configuration not stated)	9%	23%[38.3 µM]	0%	1%	0%	-2%	-6%
25	Cc1cccc(C)c1OCC(O)CN1CCC(CN2C(=O)c3cccc4cccc(c34)C2=O)CC1 (configuration not stated)	-4%	48%[activator][38.3 µM]	-6%	-10%	-125%[inhibitor]	?	1%
26	O=[N+]([O-])c1cccc(C2=NC(c3ccccc3)CO2)c1 (configuration not stated)	4%	4%	-7%	-1%[15.4 µM]	·	20%	0%
27	CC(=O)c1cccc(NC(=O)/C(=C\c2cccnc2)NC(=O)c2ccco2)c1	9%	-4%	-7%	4%	·	10%	14%
28	COc1cccc(COc2ccccc2C2Nc3ccc(Br)cc3C(=O)N2NC(=O)c2ccncc2)c1 (configuration not stated)	3%	-10%[38.3 µM]	1%	10%	-41%[inhibitor]	-13%	-7%
29	CC1=CC(C)(C)n2c(O)c(N=N)c3c(C)c(C)cc1c32	4%	·	2%	·	-14%[10 µM]	-22%[9.22 µM]	-8%
30	O=C1ON=C(c2ccc(Cl)cc2)/C1=C/c1ccc(O)cc1	-3%	16%	-4%	-6%	-26%	15%	-13%

More records follow:
entry	SMILES	GoLoco inh red	IMPase Li inh	aGlu spleen mod	GAA inh	HTT ATP protect	HttQ103 aggreg	GAA glycogen mod
31	Cc1ccsc1C(=O)OCC(=O)c1cc(C)n(CC2CCCO2)c1C (configuration not stated)	3%	-4%[38.3 µM]	-20%	4%	-89%[inhibitor]	-4%	1%
32	CCOc1ccc(NC(=O)C2CCCN2C(=O)OCc2ccccc2)cc1 (configuration not stated)	0%	6%	·	-13%	-27%	5%	9%
33	O=C(CSCc1ccccc1Br)N/N=C/c1ccc2c(c1)OCO2	-2%	12%	-8%	-1%	8%[10 µM]	-11%	-16%
34	Cc1ccc(NC2=C(Cl)C(=O)OC2OC(C)C)cc1 (configuration not stated)	2%	9%	6%	6%	-25%	-24%	-5%
35	C=C(C)n1c(=O)[nH]c2ccccc21	6%	2%[38.3 µM]	-14%	0%	-1%	3%	4%
36	CCOC(=O)c1nnn(-c2ccc(OC)cc2)c1N	-5%	-6%	-6%	3%	-6%[10 µM]	14%	3%
37	CCCC[n+]1ccn(-c2nc3ccccc3nc2[N-]S(=O)(=O)c2ccccc2)c1	-10%	-10%[38.3 µM]	1%	-3%	-3%[10 µM]	-18%	-3%
38	CN(CC1COCCO1)c1nc2nonc2nc1N1CCSCC1 (configuration not stated)	-5%	-4%	-13%	·	3%[10 µM]	8%[9.22 µM]	-7%
39	CCOc1ccc(Cn2c3ccc(OC)cc3c3nc4ccccc4nc32)cc1	1%	6%	1%	7%	·	8%	-3%
40	CCOC(=O)c1nn(-c2ccc(F)cc2)c2nc(CC(C)C)c(C#N)c(=O)n12	-2%	5%	5%	4%	-18%[10 µM]	9%	4%

Continuation:
entry	SMILES	GoLoco inh red	IMPase Li inh	aGlu spleen mod	GAA inh	HTT ATP protect	HttQ103 aggreg	GAA glycogen mod
41	CCC(C)Sc1cc(C(F)(F)F)c(C(=O)Nc2ccc(Cl)cc2)cn1 (configuration not stated)	2%	·	2%	-18%	11%[10 µM]	-4%[9.22 µM]	-1%
42	COc1cc(OC)cc(-c2cn[nH]c2N)c1	4%	4%	-7%	-12%	8%[10 µM]	-4%[9.22 µM]	?
43	O=C1NC(O)=NC1(c1ccccc1)c1ccccc1	9%	7%	10%	·	7%[1.9 µM]	·	·
44	CCCc1cc(Nc2ccccc2OCC)n2ncnc2n1	-2%	-14%[38.3 µM]	-21%	0%	-15%	13%	1%
45	CCOc1cc(N2CCOCC2)c(OCC)cc1NC(=O)COC(=O)c1cc(C)cc(C)c1	2%	10%	-6%	?	-16%[10 µM]	-4%	18%
46	CC(NC(=O)/C(=C\c1ccco1)NC(=O)c1ccccc1Br)C(=O)O (configuration not stated)	-5%	-7%	5%	4%	1%	10%	-3%
47	Cc1nn(C(=O)c2ccco2)c(C)c1Sc1ccc(Br)cc1	9%	18%[38.3 µM]	1%	3%	-1%	27%	-5%
48	Cn1cc(S(=O)(=O)N2CCN(c3ccccc3)CC2)c(=O)n(C)c1=O	14%	29%[38.3 µM]	-1%	-3%	29%[10 µM]	-8%	5%

Screening data: PubChem BioAssay, National Center for Advancing Translational Sciences (NCATS)

Only part of the results is shown; rates above refer to the full screens.
